Mtb RmlCD inh – inhibitors of Mycobacterium tuberculosis RmlC and RmlD coupled enzymes; P9WH09+P9WH11; RmlC+RmlD coupled enzyme assay, percent inhibition; primary screen in compound mixtures; inhibition, % at 3.6 µM; hit rate 0.03% among 160,000; in the data active means inhibition mostly above about 34%, no sharp cut-off; further: some results filed as inactive read as strong as hits
Target sequence (P9WH09 whole entry, looked up): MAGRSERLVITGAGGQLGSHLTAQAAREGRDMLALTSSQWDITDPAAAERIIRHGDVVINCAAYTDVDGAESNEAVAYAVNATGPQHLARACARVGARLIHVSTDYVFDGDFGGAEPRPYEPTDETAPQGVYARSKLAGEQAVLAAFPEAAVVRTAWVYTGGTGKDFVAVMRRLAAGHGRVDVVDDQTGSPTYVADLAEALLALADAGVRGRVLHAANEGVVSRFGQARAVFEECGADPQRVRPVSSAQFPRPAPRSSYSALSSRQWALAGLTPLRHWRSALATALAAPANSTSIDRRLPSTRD
Target sequence (P9WH11 whole entry, looked up): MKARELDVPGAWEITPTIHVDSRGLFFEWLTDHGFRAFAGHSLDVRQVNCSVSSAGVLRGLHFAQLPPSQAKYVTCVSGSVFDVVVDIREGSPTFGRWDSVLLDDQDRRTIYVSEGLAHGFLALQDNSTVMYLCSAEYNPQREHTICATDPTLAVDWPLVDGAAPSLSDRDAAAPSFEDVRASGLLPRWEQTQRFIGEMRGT
GlmU inhibition – inhibition of mycobacterial GlmU enzyme – biochemical, glucosamine-1-phosphate acetyltransferase (AID 1376); M. tuberculosis GlmU acetyltransferase enzyme assay; higher % means a stronger effect; inhibition, %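 (tested at 30 µM in the primary screen)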, or IC50 in µM where a hit was titrated; hit rate 0.25% among 220,000; in the data active means inhibition above about 13%;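 further: 0% = complete reaction with vehicle and 100% = reaction without substrate; strong numbers were not always called active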
Starred values were filed as active, the others as inactive; nt = no result given; & = joins results of further samples. This is a subset; rates above refer to the full screens.

SMILES	Mtb RmlCD inh	GlmU inhibition
CCc1cc(=O)oc2cc(C)cc(O)c12	0	-0.8%
CC(=O)c1cc2c(cc1NC(=O)c1cnc(C)cn1)OCO2	nt	2.1%
CCn1cc(S(=O)(=O)Nc2ccccc2C(F)(F)F)cn1	-8	-2.8%
Cc1cc(NCCCn2ccnc2)n2nc(C)c(-c3ccccc3)c2n1	nt	-1.9%
NC(=O)C1CCN(C2CC(=O)N(c3ccc(F)c(Cl)c3)C2=O)CC1 (stereo unspecified)	2	-0.1%
Cn1c(SCC(=O)O)nnc1-c1ccc(NC(=O)c2ccc(Cl)c(Cl)c2)cc1	5	4.0%
CN(Cc1ccccc1)C(=O)COC(=O)c1ccccc1Nc1ccccc1	10	-6.7%
COc1ccc(NC(=O)NC(C)c2ccncc2)cc1OC (stereo unspecified)	4	1.8%
Cc1ccc(N=Nc2ccc(C)cc2NC(=O)Nc2ccccc2F)cc1	-6	4.7%
O=C(CCN1C(=O)c2ccccc2C1=O)Nc1ccc(S(=O)(=O)NC2=NCCCCC2)cc1	-21	-1.3%
COCCCNC(=O)C(=O)NC1CCCCCC1	nt	-1.8%
CCOC(=O)C1=C(N)OC2=C(C(=O)CC(C)(C)C2)C1c1ccccc1OCC#N (stereo unspecified)	-2	-2.7%
O=C(O)c1oc2ccccc2c1-n1cccc1	-9	0.9%
COc1ccc(F)cc1C(=O)C1CCCN(Cc2cn(C)c3ccccc23)C1 (stereo unspecified)	11	0.2%
O=C(CSc1nc2ccccc2c(=O)n1-c1ccccc1)N1CCCc2ccccc21	1	-6.4%
CCN(CC)C(=O)Cn1cc(C(=O)C(=O)NCCCn2ccnc2)c2ccccc21	6	nt
Cc1nc2cc(Cl)ccc2n1-c1ccccc1	-5	-1.3%
O=C(COC(=O)Cc1c[nH]c2ccccc12)NC1CCCCC1	-3	3.4%
Cc1nn(-c2ccccc2)c2[nH]c(C(F)(F)F)cc(=O)c12	72	-3.2%
COC(=O)c1cc(OC)c(OC)cc1NC(=S)N1CCN(Cc2ccccc2)CC1	3	3.3%
CC(=NCC1CCCO1)c1c(O)n(C)c(=O)n(C)c1=O (stereo unspecified)	nt	-1.8%
O=C(NOC(=O)c1cc(Br)ccc1Cl)c1cccs1	-9	6.0%
COc1cccc(Cn2c(Oc3cccc(C)c3)nc3c2c(=O)n(C)c(=O)n3C)c1	nt	4.6%
Cc1c(C(=O)N2CCc3ccccc3C2)sc2nc(-c3ccccc3)cn12	13	-0.6%&8.0%
CCOC(=O)C1=C(C)C(c2ccc(OC)cc2)NC(=S)N1 (stereo unspecified)	2	3.0%

More entries
SMILES	Mtb RmlCD inh	GlmU inhibition
CC(C)CCN1CCN(CC#Cc2ccccc2)CC1CCO (stereo unspecified)	-12	-6.4%
O=C(Nc1cc(Cl)ccc1Cl)c1ccc(OC(=O)c2ccco2)cc1	13	1.4%
O=C(NCC1CCCO1)C1c2ccccc2Oc2ccccc21 (stereo unspecified)	2	4.4%
O=C(COc1ccccc1Cl)Nc1cnn(Cc2ccccc2)c1	nt	0.0%
COc1ccc(CCN(C(=O)C(F)(F)F)C(C(=O)NC2CCCCC2)c2cccs2)cc1 (stereo unspecified)	3	-8.3%
Cc1ccc(NC(=O)CSc2nnc(-c3cccnc3)n2-c2ccc(C)cc2)cc1	nt	-4.7%
CCCCCC(=O)Nc1cccc(C2=NOC3(C2)C[C@@H](C(N)=O)N(C(=O)c2ccc(Cl)cc2)C3)c1 (stereo partly specified)	nt	-0.5%
Cc1ccc2nc(-c3ccc(-c4ccccn4)s3)cn2c1	7	1.5%
N=c1n(CCCOc2ccc(Br)cc2)c2ccccc2n1CC(N)=O	10	-5.4%
O=C(N/N=C/c1c[nH]c2ccccc12)c1cc2ccccc2o1	-11	3.6%
CC(/C=N/NC(=O)c1cc(-c2ccc(Cl)cc2)nc2ccccc12)=C\c1ccco1	2	0.2%
O=C(Nc1ccccc1)N(CCCN1CCOCC1)Cc1cc2cc3c(cc2[nH]c1=O)OCCO3	-6	-0.9%
CC(C)Nc1nc(NC(N)=S)nc(NC(C)(C)C)n1	-12	0.5%
Cc1ccc(S(=O)(=O)NCC2CCC(C(=O)NCCCOC(C)C)CC2)cc1 (stereo unspecified)	5	1.3%
O=C(NC1CC1)c1ccc(F)cc1Cl	5	4.4%
Cc1ccc(NC(=O)C(Cc2ccccc2)NC(=O)c2ccco2)cc1 (stereo unspecified)	9	3.4%
COc1ccc(COn2c(=O)c(C)[n+]([O-])c3ccccc32)cc1OC	nt	1.6%
COc1cccc(CNc2ccc3c(c2)ncn3C(C)C)c1OC	-4	5.4%
Cc1nn(Cc2ccccc2)c(C)c1C(=O)NC1CCCc2ccccc21 (stereo unspecified)	-10	0.5%
CCOC(=O)N1CCN(C(=O)c2cc(-n3cnnc3)ccc2Cl)CC1	13	-1.7%
O=C(O)c1cccnc1SCc1cn2cc(Br)ccc2n1	-13	9.6%
CCn1c(Cc2ccccc2)nnc1SCc1cccc(C(=O)O)c1	-9	1.3%
CN1CCN(CC(=O)Nc2ccccc2Oc2ccccc2)CC1	8	-1.3%
CCN1CCN(C(=O)c2ccc(OC)c(S(=O)(=O)Nc3ccc(C)cc3)c2)CC1	6	3.4%
N#Cc1ccc(/C=C/C(=O)O)cc1	4	5.6%

(listing goes on)
SMILES	Mtb RmlCD inh	GlmU inhibition
Cc1csc(=Nc2cccnc2)n1Cc1ccco1	-10	2.5%
COc1c(/C=N/Nc2ccc([N+](=O)[O-])cc2[N+](=O)[O-])c(C)nn1-c1ccccc1	3	1.7%
COc1ccccc1C1NC(=O)NC(C)=C1C(=O)Nc1cccc(C)c1C (stereo unspecified)	7	1.4%
COC(=O)c1ccc(COc2ccc(/C=C(\C#N)c3nc4ccccc4[nH]3)cc2OC)o1	-8	-2.5%
CN1C(=O)CSc2ccc(NC(=O)NCc3ccco3)cc21	nt	-2.6%
OCCN(Cc1ccccc1)C(=S)NC1CCCCC1	-7	8.1%
Cc1cc(C)n(CC(=O)NCc2cc(-c3nn(C)c(=O)c4ccccc34)ccc2C)n1	-2	-0.2%
COC(=O)c1ccc(COc2ccccc2/C=N/NS(=O)(=O)c2ccccc2)cc1	nt	-3.6%
O=C(c1ccccc1)c1c[nH]c2cc3c(cc2c1=O)OCCO3	nt	0.6%
Cc1ccc(NC(=O)c2ccc(NCc3ccc(F)cc3)nc2)cc1	9	1.4%
CCOC(=O)c1[nH]c2cc(OC)c(OC)cc2c1NC(=O)CCN1CCSCC1	19	-2.8%
Nc1ccc(C(=O)N/N=C\C=C\c2ccc([N+](=O)[O-])cc2)cc1	1	-8.6%
Cc1cccc(C)c1NC1=NC(C)(C)N=C(N)N1	76	2.4%
COc1ccc(-n2c(COc3ccccc3)nnc2SCC(N)=O)cc1	-3	-3.3%
O=C(NCc1ccc(C(F)(F)F)cc1)c1ccc2c(c1)S(=O)(=O)c1ccccc1C2=O	nt	-1.4%
CCCc1nnc2n1N=C(c1ccc(-c3cc(Cl)ccc3Cl)o1)CS2	nt	2.1%
Cc1ccc(NC(=O)c2cn(-c3cccc(C)n3)cn2)cc1	7	1.8%
C=CCNc1ncnc2c1[nH]c1ccc(C)cc12	8	-0.9%
CC(C)(CO)NS(=O)(=O)c1ccc2c(c1)C(=NO)c1cc(S(=O)(=O)NC(C)(C)CO)ccc1-2	-2	-3.3%
CC(=O)c1c(C)[nH]c(C(=O)NCCC2=CCCCC2)c1C	11	0.5%
N#CCCn1cc(/C=C/C(=O)O)c(-c2ccc(F)cc2)n1	3	-2.9%
CCC(=Nc1ccccc1)C1=C(O)CC(C)(C)CC1=O	-9	1.4%
CCN1CCN(c2cc(=O)n(-c3cc(Cl)ccc3C)c(=O)[nH]2)CC1	-3	-0.4%
COc1ccc(-c2n(CC(=O)OC3CC(C)CCC3C(C)C)c3ccccc3[n+]2C)cc1 (stereo unspecified)	3	2.3%
c1ccc(OCc2nn3c(-c4ccncc4)nnc3s2)cc1	nt	4.9%

Continuation.
SMILES	Mtb RmlCD inh	GlmU inhibition
COc1ccc(CC(=O)NCc2nnc(SCC(=O)Nc3ccccc3)n2C)cc1	-7	-0.6%
N#C/C(=C\c1cccnc1)C(=O)NC1CCCCC1	0	0.5%
CCCC(=O)N1CCN(c2ccc(NC(=O)c3cccs3)cc2)CC1	-1	7.6%
COc1ccc(NC(=O)CCS(=O)(=O)c2cccc3nonc23)cc1	-9	-2.8%
CC(=O)Nc1nnc(SCc2cc(=O)c(OC(=O)c3ccccc3)co2)s1	nt	2.5%
Cc1ccc(C(C(=O)NC2CCCC2)N(C(=O)Cc2cccs2)c2ccc(C)c(C)c2)o1 (stereo unspecified)	-4	0.5%
COC(=O)c1cnc(NNS(=O)(=O)c2ccc(Cl)cc2)nc1C(F)(F)F	-16	-1.8%
O=C(Cc1cccc2ccccc12)Nc1cccnc1	-8	-3.6%
CCCCn1c(CN2CCN(C)CC2)nc2ccccc21	4	-3.5%
CS(=O)(=O)Nc1ccccc1C(=O)O	10	2.3%
C=CCn1c(O)c(N=NC(=S)Nc2ccccc2F)c2cc(S(=O)(=O)N3CCOCC3)ccc21	-1	-5.4%
O=[N+]([O-])c1ccc(Cl)cc1N1CCCC1	13	0.4%
CN(C(=O)CSc1nnc2ccccn12)c1c(N)n(Cc2ccccc2)c(=O)[nH]c1=O	-10	5.8%
N#Cc1c(NC(=O)CSc2nc3c(c(C(F)(F)F)n2)CCc2ccccc2-3)sc2c1CCCC2	5	-4.2%
CCOC(=O)CN1C(=O)N[C@@H](c2ccccc2)[C@@H](C(=O)OC)[C@H]1C	nt	-2.5%
CC1=NN(c2ccc(S(=O)(=O)O)cc2C)C(=O)C1	10	-3.4%
COc1ccc(N2C(=O)/C(=C\c3ccco3)N=C2SCC(=O)N(C(C)C)C(C)C)cc1Cl	9	-6.0%
O=C(C1CCC(=O)N1Cc1ccc(F)cc1)N1CCC2(CC1)OCCO2 (stereo unspecified)	-10	-0.7%
OC1CCN(C(=S)NCCc2ccccc2)CC1	4	-3.1%
O=C(N/N=C/c1ccc([N+](=O)[O-])s1)c1cccc(Br)c1	nt	-1.3%
O=S(=O)(CC(c1ccccc1)N1CCCCC1)c1ccc(Cl)cc1 (stereo unspecified)	13	-3.1%
COc1cc(S(=O)(=O)N2CCCCC2)c(OC)cc1Br	-14	-0.6%
O=C(NC(=S)Nc1ccc2c(c1)OCCO2)c1ccco1	7	0.1%
Nc1nnc(CSCc2ccc(Cl)cc2)s1	nt	1.7%
COc1ccc(S(=O)(=O)N2CCCC2C(=O)Nc2ccc(C(C)=O)cc2)cc1 (stereo unspecified)	nt	-0.1%

New compounds follow
SMILES	Mtb RmlCD inh	GlmU inhibition
COc1ccc(NC(=O)c2cc([N+](=O)[O-])ccc2N2CCCC2)cc1	18	-0.1%
CCCC(C)C1(CC)C(=O)NC(=Nc2ccccc2OC)NC1=O (stereo unspecified)	nt	0.8%
CCOC(=O)CSc1nnc2n(C3CCCCC3)c(=O)c3c4c(sc3n12)CCCC4	-11	1.9%
O=c1[nH]c2ccc(Cl)cc2c(-c2ccccc2)c1SC(=S)N1CCCCC1	nt	3.7%
CNC(=O)COc1ncnc2scc(-c3ccc(F)cc3)c12	0	-4.3%
O=C1CC(SC2=NCCS2)C(=O)N1c1ccc(Cl)cc1 (stereo unspecified)	11	2.4%
CCOC(=O)C(NC(=O)CC)(Nc1ccc(S(=O)(=O)Nc2cc(C)on2)cc1)C(F)(F)F (stereo unspecified)	9	3.1%
CCCNC(=O)c1cccc(COc2ccccc2OC)c1	7	-2.2%
Cc1cnc(C(=O)OCC(=O)c2csc(N3CCCCC3)n2)cn1	-3	2.5%
CCc1ccc(NC(=O)c2c(C(=O)Nc3ccccc3)sc3nc(C)cc(=O)n23)cc1	-5	-3.4%
O=C1NC(=O)N(CCC2=CCCCC2)C(=O)/C1=C\c1cccs1	-1	0.3%
COc1ccc(-n2cccc2C=O)cc1	nt	1.6%
Cc1cc(C)c(S(=O)(=O)N2CCCOC2CNC(=O)C(=O)NCc2ccccn2)c(C)c1 (stereo unspecified)	-10	-5.8%
O=C(COC(=O)[C@@H]1CCCN1C(=O)c1cccs1)Nc1ccc(F)cc1[N+](=O)[O-]	20	-1.0%
CCC1(C)CC2(CCCN(CCC(O)(c3ccccc3)c3ccccc3)C2)CCO1 (stereo unspecified)	-3	-4.5%
CNc1nc(N2CCc3ccccc32)ncc1F	7	-2.8%
O=C(Nc1ccc(S(=O)(=O)Nc2nccs2)cc1)C1CCCCC1	-3	-1.0%

Source: PubChem BioAssay
